# mIAP activ: increases mouse intestinal alkaline phosphatase activity; muIAP, CDP-Star luminescence, 30 min; active compounds read high; 1 = vehicle-only enzyme signal, 0 = enzyme-free wells; actives 0.24% (n = 330,000); activation factor at 10 µM;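 active = activation factor of at least 2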; note: the source names both 10 and 20 µM as test concentration; values of inactives mirror those of a sister screen read the other way
#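 also added = chemiluminescent substrate CDP-Star | test system = mouse IAP enzyme | signal = chemiluminescence readout | compound = DMSO-dissolved test compounds | incubation = 30 min at room temperature | benchmarks = DMSO wells, no-enzyme wells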
# MIN6 prolif: inducers of beta-cell replication in MIN6 cells; proliferation, % at 10 µM; actives 0.29% (n = 330,000); AID 2380; MIN6 cells proliferation, ATPlite luminescence, 48 h; cells starved in 0.2% serum; 100% = growth in 10% serum;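 active = compounds whose signal lies at least 3.5 SD above the mean of all wells on their plate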;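 note: 0% = DMSO-treated cells in low-serum medium and 100% = 10% serum control; some compounds called inactive have numbers as strong as hits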
# APOBEC3G inh: blocks human APOBEC3G single-stranded DNA deamination; inhibition, % at 20 µM; recombinant A3G, ssDNA deamination FAM/TAMRA fluorescence; Q9HC16; actives 0.28% (n = 330,000); AID 493012;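 active = inhibition of at least 40% at 20 µM, with no more than 30% in the related APOBEC3A deaminase screen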;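 note: plate controls were DMSO wells with A3G for no effect and wells lacking A3G enzyme for full effect; some compounds called inactive have numbers as strong as hits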
# hIAP block: blocks human intestinal alkaline phosphatase | inhibition, % at 10 µM | purified IAP, CDP-Star luminescence, 30 min | AID 2544 | P09923 | actives 0.12% (n = 330,000);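 active = inhibition reaching a set limit with compound at 10 µM in the primary screen, cut at about 35% in these data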;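 note: plate controls were DMSO wells with enzyme for no effect and no-enzyme buffer wells for full effect; values of inactives mirror those of a sister screen read the other way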
# Target sequence (P09923 whole entry, looked up): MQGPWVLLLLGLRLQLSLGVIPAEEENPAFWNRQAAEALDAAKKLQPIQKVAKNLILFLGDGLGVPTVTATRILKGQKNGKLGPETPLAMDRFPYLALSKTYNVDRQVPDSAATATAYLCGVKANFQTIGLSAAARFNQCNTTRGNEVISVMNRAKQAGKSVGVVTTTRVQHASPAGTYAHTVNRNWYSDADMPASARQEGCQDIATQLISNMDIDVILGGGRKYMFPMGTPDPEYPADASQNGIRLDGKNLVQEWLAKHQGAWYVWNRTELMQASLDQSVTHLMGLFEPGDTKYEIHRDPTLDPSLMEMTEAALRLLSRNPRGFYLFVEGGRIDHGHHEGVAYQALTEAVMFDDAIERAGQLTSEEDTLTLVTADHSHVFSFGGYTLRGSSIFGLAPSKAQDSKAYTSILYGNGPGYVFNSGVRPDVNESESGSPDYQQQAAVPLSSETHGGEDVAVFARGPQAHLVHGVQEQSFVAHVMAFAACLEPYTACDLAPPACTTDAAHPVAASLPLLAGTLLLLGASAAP
# A3A deaminase: human APOBEC3A DNA deaminase inhibition; P31941; recombinant A3A, FAM/TAMRA ssDNA deamination fluorescence; inhibition, % at 20 µM; actives 0.41% (n = 330,000); AID 493011;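 active = at least 40% inhibition at 20 µM here, with at most 30% in a related deaminase screen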;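 note: plate controls were A3A with DMSO for no effect and wells lacking A3A enzyme for full effect; some results filed as inactive read as strong as hits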
# Target sequence (P31941 whole entry, looked up): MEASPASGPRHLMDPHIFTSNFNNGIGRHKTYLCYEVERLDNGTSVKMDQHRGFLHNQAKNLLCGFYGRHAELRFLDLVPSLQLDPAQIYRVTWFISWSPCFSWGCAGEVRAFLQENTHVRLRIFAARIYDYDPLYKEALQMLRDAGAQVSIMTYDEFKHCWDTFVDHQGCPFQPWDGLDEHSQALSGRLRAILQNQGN
# GRIN3A LBD mod: modulators (binders) of human NR3A ligand-binding domain; NR3A LBD differential scanning fluorimetry, Tm shift; 0% = protein alone, 100% = glycine-bound protein; Tm shift relative to glycine control, % at 25 µM; actives 2.5% (n = 340,000);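 active = melting temperature shift of at least 10% of the positive control shift, at one fixed dose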
# mIAP inh: blocks mouse intestinal alkaline phosphatase; purified mouse IAP, CDP-Star luminescence, 30 min; inhibition, % at 10 µM; actives 0.2% (n = 330,000);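 active = inhibition of at least 40% at 10 µM in the primary screen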;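 note: plate controls were DMSO with enzyme for no effect and no enzyme wells for full effect; values of inactives mirror those of a sister screen read the other way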
# MPTP block: blocks calcium-induced mitochondrial swelling; isolated mouse mitochondria, Ca2+ swelling absorbance, 30 min; inhibition, % at 10 µM; actives 1.4% (n = 360,000); AID 602449;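 active = inhibition of 50% or more, scaled per plate between neutral and stimulator controls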;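 note: 0% = DMSO wells given calcium and 100% = 1 mM EGTA wells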
# hIAP activ: human IAP activation. AID 2524. actives 0.16% (n = 330,000). purified human IAP, CDP-Star luminescence, 30 min; active compounds read high; 1 = vehicle-only enzyme, 0 = enzyme-free background. activation factor at 10 µM. P09923;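 active = activation factor of the enzyme at least 2-fold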; note: the source names both 10 and 20 µM as test concentration; values of inactives mirror those of a sister screen read the other way
# * hit, by the source's call; x = not tested or not shown.
SMILES,mIAP activ,MIN6 prolif,APOBEC3G inh,hIAP block,A3A deaminase,GRIN3A LBD mod,mIAP inh,MPTP block,hIAP activ
O=C(O)CCC1c2cc3c4cc2OC2Oc5cc6c(cc51)C(CCC(=O)O)c1cc5c7cc1OC(O6)c1cc6cc(c1)Oc1cc(cc(C(=O)O)c1)Oc1cc8cc(c1)C(Oc1cc(c(cc1C5CCC(=O)O)C3CCC(=O)O)OC(O4)c1cc(cc(c1)Oc1cc(cc(C(=O)O)c1)O8)Oc1cc(cc(C(=O)O)c1)Oc1cc(cc2c1)Oc1cc(cc(C(=O)O)c1)O6)O7 (stereo not given),0.97,-4,82,9,98,x,48*,x,1.1
N=c1ccn2c(n1)O[C@H]1[C@@H](CO)[C@H](O)O[C@H]12,1.1,-5,2,2,1,3,-8,-2.7,0.98
Cc1c(OCC(=O)NCC(O)c2ccccc2)ccc2c3c(c(=O)oc12)CCC3 (stereo not given),0.96,0,5,-21,3,-1,4,0.0,1.2
CC1(C)Cc2cccc(OCC(=O)N3CCN(c4ccccc4Cl)CC3)c2O1,1,-1,-7,-4,0,0,-3,0.2,1
Cc1ccc(NC(=O)c2cc(NC(=O)CCC(=O)O)ccc2N2CCCCC2)cc1,0.96,-4,-6,-20,-4,0,4,-3.7,1.2
CS(=O)(=O)N1CCN(c2ccc([N+](=O)[O-])cc2C(F)(F)F)CC1,1.1,3,-3,8,-5,0,-5,0.8,0.92
O=C1[C@@H]2C(Cc3ccc(O)cc3)NC3(C(=O)Nc4ccc(F)cc43)[C@@H]2C(=O)N1c1ccc(F)cc1 (stereo not given in full),0.96,0,2,14,8,-8,4,0.1,0.86
O=c1nc2ccccc2c(NS(=O)(=O)c2ccccc2)n1-c1ccccc1,0.95,2,2,5,-1,0,5,13,0.95
O=C1C(=O)N(Cc2cccnc2)C(c2cccc([N+](=O)[O-])c2)/C1=C(\O)c1ccc2c(c1)OCCO2 (stereo not given),1,-1,-7,7,-5,1,-3,1.1,0.93
O=C(Cc1ccccc1)c1nnc(-c2ccccc2)o1,0.95,2,-12,-3,-3,1,5,0.6,1
C[C@]12C=CC(=O)C=C1CC[C@@H]1[C@@H]2[C@@H](O)C[C@@]2(C)[C@H]1CC[C@]2(O)C(=O)CO,0.93,-4,-4,-17,1,0,7,-0.7,1.2
Cc1cccc(N2CCN(C(=O)Cn3cnc4c3c(=O)n(C)c(=O)n4C)CC2)c1C,1,4,10,-7,1,-1,-5,9.0,1.1
Cc1ccccc1Cn1cc(C)c(=O)[nH]c1=O,0.98,0,-1,-10,3,0,2,0.5,1.1
CN(CC(=O)Nc1ccc(N2CCOCC2)cc1)C(=O)CC(c1ccccc1)c1ccccc1,1.1,0,-7,-23,-2,0,-13,1.9,1.2
Cc1ccc(F)c(NC(=S)Nc2cccc3ccccc23)c1,0.91,-8,1,5,-6,x,9,0.7,0.95
CCC(CO)Oc1cc(NCc2cccc(Cl)c2)c2ncn(C(C)C)c2c1 (stereo not given),0.99,-6,-10,0,-7,-6,1,-0.8,1
Cc1cccc(C)c1NC(=O)COC(=O)C1C2CC3OC(=O)C1C3C2 (stereo not given),1,-1,-18,9,-1,0,-3,-2.6,0.91
C=CC[C@@H](CC(=O)NCCO)C(=O)N[C@@H](C)COC(=O)[C@@H](CC=C)Cc1ccc(F)cc1,1,-3,-10,18,-4,1,-5,-0.5,0.82
O=C(Nc1cccc(S(=O)(=O)NC2=NCCC2)c1)c1ccc(F)cc1F,1.1,2,6,5,4,0,-9,-0.6,0.95
CC1=C(C(N)=O)C(c2ccncc2)n2nc(-c3ccccc3Cl)nc2N1 (stereo not given),0.97,-4,-5,5,-1,-4,3,-1.2,0.95
CCCCn1c(N)c(N(CC)C(=O)c2c(C)noc2C)c(=O)[nH]c1=O,1.1,-2,15,-18,0,2,-6,0.0,1.2
CCN(CC)c1ccc(NC(=O)c2ccc(Br)o2)c(C)c1,0.95,-3,-5,-10,-5,-1,5,4.4,1.1
C/C(=N\NC(=O)c1nnn(-c2nonc2N)c1CN1CCOCC1)c1ccc(CC(C)C)cc1,1,0,0,5,6,-2,-2,0.2,0.95
CC(=O)Nc1cccc(OCCCNC(=O)c2cccc3ccccc23)c1,1.1,0,4,14,4,-1,-6,3.0,0.86
COc1ccc(C2CC(=O)C(C=NCCN3CCN(C(C)=O)CC3)=C(O)C2)cc1 (stereo not given),1.1,-2,-6,-1,-1,0,-5,0.3,1
COc1ccc(Cl)cc1CNCCCSc1ncccn1,1.1,-2,-5,10,-2,0,-6,1.2,0.91
Nc1ccc(S(=O)(=O)NC(=O)c2ccccc2)cc1,1.1,-1,-4,-8,-1,0,-8,-2.7,1.1
Cc1ccccc1Nc1nc(N)nc(CN2C(=O)NC3(CCCCC3C)C2=O)n1 (stereo not given),0.97,-3,-9,-14,3,-2,3,-0.3,1.1
COc1ccc(-c2cc(C(F)(F)F)n3nc(C(=O)NCc4ccco4)c(Cl)c3n2)cc1,0.83,1,-1,-10,0,-2,16,0.8,1.1
COc1ccc(-c2noc(CSc3nnc(Cc4ccccc4)n3-c3cccc(C)c3)n2)cc1OC,0.97,-1,-3,18,1,-2,3,3.1,0.81
O=[N+]([O-])c1ccc2cn(-c3ccccc3)nc2c1,0.99,-1,0,-12,0,0,1,2.7,1.1
C=CCn1c(SCC(=O)NCc2ccco2)nnc1-c1ccc2ccccc2n1,0.92,-2,-1,1,0,1,8,-0.4,0.99
COc1ccc(Cn2nnnc2C(c2ccncc2)N2CCOCC2)cc1 (stereo not given),1.1,3,-6,7,-5,-1,-5,0.1,0.93
O=c1c2c(nc3cc(-c4ccc(Br)cc4)[nH]n13)CCCC2,0.96,-4,-7,1,0,3,4,2.5,0.99
CCN(CC(=O)NCc1cccs1)C(=O)/C=C/c1ccc(Cl)c(Cl)c1,0.93,-5,-5,9,-4,2,8,-2.0,0.91
Cc1cc(C(=O)CSc2n[nH]c(N)n2)c(C)n1-c1ccccc1,1,-3,3,-37,2,-1,-3,1.8,1.4
CC1=C(C(=O)O)N2C(=O)C(NC(=O)c3nn(C)c(C)c3Cl)C2SC1 (stereo not given),0.85,0,2,4,7,2,15,0.4,0.96
CNC(=S)Nn1cnc2ccccc21,0.97,-4,7,-7,-5,-3,3,-0.9,1.1
O=C(/C=C/c1ccccc1)CC(O)(c1ccccc1)C(F)(F)F (stereo not given),1,-4,0,3,3,0,-3,-0.9,0.97
CSc1ccccc1NC(=O)Nc1ccc(Cl)cc1,1.7,-5,-1,-32,-1,3,-71,92*,1.3
O=C(NC1CC1)c1ccc(CS(=O)c2ccccc2)o1 (stereo not given),1,-1,4,-12,1,-1,0,-1.5,1.1
CCOc1ccc(NC(=S)/C(=C(\[O-])c2ccc(C)c([N+](=O)[O-])c2)[n+]2ccccc2)cc1,0.82,-4,-7,-6,-2,-3,18,0.4,1.1
COc1ccccc1-n1c(CNc2ccc(F)cc2)nnc1SCC(=O)Nc1cc(C)on1,1.1,-3,-1,-16,0,1,-12,-3.1,1.2
COc1ccc(C2(C(=O)Nc3nncs3)CCCC2)cc1,1,7,-1,12,4,-3,-4,0.6,0.89
N#Cc1ccc(NC(=O)Cn2c3[n+](c4ccc(C(F)(F)F)cc42)CCCCC3)cc1,0.98,0,49,10,53,2,2,-0.2,0.9
CCN(CC)S(=O)(=O)c1ccc(NCC2COc3ccccc3O2)c([N+](=O)[O-])c1 (stereo not given),0.85,-1,-3,-12,2,-7,15,3.0,1.1
COc1ccc(CN(C)C(=O)c2cccc(NS(=O)(=O)c3ccccc3)c2)c(OC)c1,1,3,-6,-17,0,1,0,0.7,1.2
CC(/C=N/n1c(COc2ccccc2)n[nH]c1=S)=C\c1ccccc1,1,-4,-8,-19,-4,-6,-1,14,1.2
C=C(C)Cn1c(NCCOC)nc2c1c(=O)[nH]c(=O)n2C,1.1,-1,1,7,0,0,-6,-1.0,0.93
COc1cc2c(cc1OC)CN(C(=O)CCNS(=O)(=O)c1ccc(Br)cc1)CC2,0.88,2,-8,16,0,2,12,1.0,0.84
COc1cccc(C(=O)Nc2nnc(SCC(=O)NC3CC3)s2)c1,0.96,-3,-6,9,-1,0,4,0.9,0.91
CN(C)c1cc(NC(=O)CN2CCOCC2)c2ccccc2n1,0.98,7,-3,10,-4,1,2,-0.4,0.9
Cc1nc2ccccc2c(=O)n1Cc1ccc([N+](=O)[O-])cc1,1,0,-7,10,-5,0,0,0.2,0.9
CCn1c(=O)c2c3c(sc2n2c(SCc4ccc(F)cc4)nnc12)CCCC3,1.1,-2,-3,-2,3,-2,-5,3.5,1
O=C(O)Cn1c(=O)c(-c2ccccc2)nc2ccccc21,0.74,-3,0,-1,-4,-1,26,-0.3,1
CS(=O)(=O)N(CC(=O)N1CCN(c2ccccc2)CC1)C1CCCCC1,1,1,1,7,5,-2,-3,-1.0,0.93
COC(=O)[C@H](C(C)C)n1c(C)c(C(C)=O)c(C(C)=O)c1C,1.2,-2,4,-7,-1,0,-18,3.9,1.1
CCCCn1c(SCC(=O)NCc2ccco2)nc2ccccc2c1=O,1,2,-5,9,-5,1,-1,-5.4,0.91

# Structures above with an aryl thioether with sulfur outside any ring:
SMILES,mIAP activ,MIN6 prolif,APOBEC3G inh,hIAP block,A3A deaminase,GRIN3A LBD mod,mIAP inh,MPTP block,hIAP activ
COc1ccc(Cl)cc1CNCCCSc1ncccn1,1.1,-2,-5,10,-2,0,-6,1.2,0.91
COc1ccc(-c2noc(CSc3nnc(Cc4ccccc4)n3-c3cccc(C)c3)n2)cc1OC,0.97,-1,-3,18,1,-2,3,3.1,0.81
C=CCn1c(SCC(=O)NCc2ccco2)nnc1-c1ccc2ccccc2n1,0.92,-2,-1,1,0,1,8,-0.4,0.99
Cc1cc(C(=O)CSc2n[nH]c(N)n2)c(C)n1-c1ccccc1,1,-3,3,-37,2,-1,-3,1.8,1.4
CSc1ccccc1NC(=O)Nc1ccc(Cl)cc1,1.7,-5,-1,-32,-1,3,-71,92*,1.3
COc1ccccc1-n1c(CNc2ccc(F)cc2)nnc1SCC(=O)Nc1cc(C)on1,1.1,-3,-1,-16,0,1,-12,-3.1,1.2
COc1cccc(C(=O)Nc2nnc(SCC(=O)NC3CC3)s2)c1,0.96,-3,-6,9,-1,0,4,0.9,0.91
CCn1c(=O)c2c3c(sc2n2c(SCc4ccc(F)cc4)nnc12)CCCC3,1.1,-2,-3,-2,3,-2,-5,3.5,1
CCCCn1c(SCC(=O)NCc2ccco2)nc2ccccc2c1=O,1,2,-5,9,-5,1,-1,-5.4,0.91

# The order is random. Share with any hit: about 5%.
